SUMO1 PPI mod: modulators of human SUMO1-mediated protein-protein interactions; AID 602429; actives 0.33% (n = 360,000); P63165; inhibition, % at 20 µM; SUMO1 binding to a labelled peptide, TR-FRET, 1 h; in the data active means inhibition above about 37%
Target sequence (P63165 whole entry, looked up): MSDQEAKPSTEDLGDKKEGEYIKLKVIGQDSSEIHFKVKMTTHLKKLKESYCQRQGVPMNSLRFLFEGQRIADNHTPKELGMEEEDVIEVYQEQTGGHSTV
STEP block: inhibitors of human striatal-enriched phosphatase STEP; recombinant STEP, OMFP fluorogenic substrate, fluorescence; inhibition, % at 20 µM; actives 0.25% (n = 360,000); AID 588621;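 active means inhibition at 20 µM, scaled per plate between control wells, above about 37%, limit read from the data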;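 further: 0% = DMSO with enzyme and substrate and 100% = substrate only without enzyme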
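Material: STEP (striatal-enriched tyrosine phosphatase) enzyme, cell-free | Medium: 50 mM Bis-Tris pH 6.0 with 2.5 mM DTT and 0.005% Tween 20 | Read-out: Percent inhibition scaled to no-enzyme and uninhibited-enzyme controls, plate-pattern corrected | Signal: Fluorescence read at 480 nm ex / 540 nm em | Times: 20 min reaction, room temperature, in the dark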
Rpn11 inh: blocks the human proteasome subunit Rpn11. actives 0.59% (n = 360,000). AID 588493. O00487. human 26S proteasome, Ub4-pepOG fluorescence polarization; 20S core pre-blocked with epoxomicin. calls only at 20 µM;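 active means inhibition at 20 µM, scaled to each plate's controls, above about 33%, limit read from the data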
Target sequence (O00487 whole entry, looked up): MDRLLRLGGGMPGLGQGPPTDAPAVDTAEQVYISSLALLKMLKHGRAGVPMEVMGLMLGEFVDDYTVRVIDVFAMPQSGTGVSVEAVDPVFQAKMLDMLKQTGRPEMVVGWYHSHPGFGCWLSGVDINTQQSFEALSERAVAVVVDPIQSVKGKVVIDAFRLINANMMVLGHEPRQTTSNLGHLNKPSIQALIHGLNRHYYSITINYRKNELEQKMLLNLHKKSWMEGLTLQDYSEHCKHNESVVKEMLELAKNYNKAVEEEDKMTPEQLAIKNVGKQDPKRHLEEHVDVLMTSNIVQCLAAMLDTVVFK
MLLE-PAM2 inh: inhibitors of microRNA-mediated deadenylation, human PABP1 MLLE binding | P11940 | GST-MLLE / FITC-PAM2 fluorescence polarization | inhibition, % at 20 µM | actives 0.36% (n = 360,000); in the data active means inhibition above about 35%, passing the limit was not always enough;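 further: plate controls were DMSO wells with GST-MLLE for no effect and wells lacking GST-MLLE protein for full effect; some results filed as inactive read as strong as hits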
DNMT1 inh: blocks human DNA methyltransferase DNMT1 | inhibition (reported as % activation of signal), % at 10 µM | P26358 | DNMT1 molecular beacon, Hinp1I cleavage, fluorescence | AID 588458 | actives 0.83% (n = 360,000); in the data active means inhibition above about 50%
NadD block: NadD (S. aureus) enzyme inhibition; purified NadD enzyme, colorimetric absorbance read-out; inhibition, % at 20 µM; actives 0.78% (n = 360,000); AID 602399; in the data active means inhibition above about 26%; further: some compounds past the cut are filed as inactive
LMPTP inh: LMPTP (human) inhibition. P24666. inhibition, % at 20 µM. recombinant LMPTP-A, OMFP fluorogenic substrate, fluorescence intensity. actives 0.22% (n = 360,000);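 active means compounds that cut the enzyme signal by at least half of the control window in the single-dose screen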;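 further: plate controls were DMSO wells with enzyme plus substrate for no effect and substrate without enzyme for full effect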
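Buffer or medium: Bis-Tris pH 6.0, DTT, detergent; Assay system: LMPTP-A enzyme; Quantity: 0.625 nM enzyme; Detection: endpoint fluorescence intensity; Times: 50 min dark incubation at room temperature; Controls: substrate-only low control, DMSO enzyme-plus-substrate high control; Doses: single 20 µM dose; Read-out: percent inhibition versus substrate-only and uninhibited controls; Reagent: 400 µM OMFP.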
Scp-1 inhibitor: Scp-1 (human) phosphatase inhibition | Q9GZU7 | Recombinant Scp1, phosphopeptide, malachite green phosphate absorbance | inhibition, % at 20 µM | actives 0.88% (n = 340,000);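 active means inhibition above about 50% at 20 µM, limit read from the data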;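 further: plate controls were DMSO wells with enzyme for no effect and wells lacking enzyme for full effect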
Target sequence (Q9GZU7 76-261 limits assumed): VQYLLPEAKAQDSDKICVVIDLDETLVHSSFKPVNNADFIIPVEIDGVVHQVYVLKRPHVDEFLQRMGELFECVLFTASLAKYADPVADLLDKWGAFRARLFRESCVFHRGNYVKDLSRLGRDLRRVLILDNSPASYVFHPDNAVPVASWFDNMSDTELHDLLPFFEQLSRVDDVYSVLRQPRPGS
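Assay system: SCP-1 catalytic fragment, aa 76-261 | Buffer or medium: Tris acetate buffer pH 5.5 with MgCl2 and Tween-20 | Compound: One concentration, 20 µM, with 1.0% DMSO | Also added: Phospho 17-mer peptide substrate | Signal: Absorbance at 630 nm | Incubation: 45 min enzyme reaction at room temperature | Measure: % inhibition of SCP-1 phosphate liberation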
CSN inh: blocks human CSN-mediated cullin deneddylation. Q92905. Purified CSN, SCF-Nedd8-OG deneddylation, fluorescence polarization. inhibition, % at 12.5 µM. actives 0.38% (n = 360,000). AID 651999;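 active means pattern-corrected inhibition above about 35%, with an unprinted fluorescence ratio check between 0.5 and 1.5, limit read from the data, passing the limit was not always enough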;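 further: 0% = enzyme with substrate and 100% = substrate without enzyme; some results filed as inactive read as strong as hits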
Target sequence (Q92905 whole entry, looked up, one chain of several): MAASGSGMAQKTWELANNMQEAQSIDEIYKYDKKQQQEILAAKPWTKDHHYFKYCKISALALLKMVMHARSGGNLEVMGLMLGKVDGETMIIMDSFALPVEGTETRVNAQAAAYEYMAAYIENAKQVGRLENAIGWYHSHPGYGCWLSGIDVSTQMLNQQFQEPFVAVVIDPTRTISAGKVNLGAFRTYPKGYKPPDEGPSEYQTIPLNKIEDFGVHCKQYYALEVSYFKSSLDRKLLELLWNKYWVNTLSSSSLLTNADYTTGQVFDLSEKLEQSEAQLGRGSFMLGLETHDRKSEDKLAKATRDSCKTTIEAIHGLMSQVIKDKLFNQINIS
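Assay system: HEK293T-derived human Csn5 enzyme; quantity: 0.24 nM enzyme; medium: Tris/NaCl/DTT buffer, pH 7.5; also added: substrate SCFSkp2-Nedd8OG, 10 nM; doses: 12.5 µM compound; schedule: 90 min reaction at room temperature; signal: FP; read-out: % inhibition of substrate cleavage by Csn5; benchmarks: substrate-only high control, full reaction low control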
TbMetRS inhib: blocks T. brucei methionyl-tRNA synthetase activity; purified T. brucei MetRS, ATP depletion, Kinase-Glo luminescence; inhibition, % at 11.9 µM; actives 0.4% (n = 360,000); AID 624268;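 active means inhibition above a per-plate cutoff of the control wells' mean inhibition plus 3 SD, cut at about 5.5% in these data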;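 further: 0% = DMSO wells median and 100% = median of wells with control inhibitor compound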
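Dosing: 11.9 µM compound single dose, 0.9% DMSO; Assay system: purified T. brucei MetRS enzyme; Measured by: Kinase-Glo luciferase luminescence reporting remaining unconsumed ATP; Schedule: 15 min plus 2 h at 25 °C.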
Numbers without * were called inactive; i = inactive; · = no result given.

Values run as follows: STEP block	Scp-1 inhibitor	NadD block	MLLE-PAM2 inh	DNMT1 inh	CSN inh	TbMetRS inhib	SUMO1 PPI mod	Rpn11 inh	LMPTP inh
1	CC(C)N(CC(N)=O)c1ncnc2sc(-c3ccccc3)cc12
  -1	-6	-4	-7	-5	3	-0.4	-16	i	1.5
2	COc1cccc(C(O)C2OC(=O)c3ccccc32)c1OC (centres undefined)
  -4	-5	1	-2	-3	-2	0.0	1	i	-1.3
3	COC(=O)C1=C(N)Oc2cc(C)n(CCN3CCOCC3)c(=O)c2C1c1cccnc1 (centres undefined)
  -2	-3	-2	6	3	-3	-0.8	1	i	1.8
4	CCCCC(=O)NC(c1cccs1)c1cc(Cl)c2cccnc2c1O (centres undefined)
  3	-15	19	4	-1	4	-0.1	-3	i	1.3
5	COc1ccc(-n2c(CNC(=O)COc3ccc(Cl)cc3Cl)n[nH]c2=S)cc1
  -2	-4	6	-66	-2	-4	-0.7	2	i	1.8
6	O=C(NCc1ccccc1)c1cc(=O)c2ccccc2o1
  -3	3	-2	5	6	0	-0.7	-8	i	1.6
7	C[C@H](CO)N1C[C@H](C)[C@@H](CN(C)Cc2ccc(Cl)c(Cl)c2)Oc2c(NS(=O)(=O)c3cccs3)cccc2C1=O
  0	14	2	7	-3	0	-0.6	9	i	-0.9
8	C#CCOCCOCCOCCNc1nc(N2CCN(C(=O)[C@H](CCC(=O)O)n3cc(CN)nn3)CC2)nc(N2CCN(C(=O)[C@H](CCC(=O)O)n3cc([C@@H](N)[C@H](C)CC)nn3)CC2)n1
  1	0	6	0	7	-2	0.4	3	i	-3.5
9	Cc1cccc(NC(=O)CCSc2nncn2C)c1
  -2	-3	11	0	5	2	-0.5	-2	i	-3.8
10	CC1(C)CC(NCc2ccc3c(c2)OCO3)CCO1 (centres undefined)
  0	2	-7	-3	2	4	0.3	4	i	-0.1
11	CC1CCCN(C(=O)C2CCN(Cc3ccc4c(c3)OCO4)CC2)C1 (centres undefined)
  -2	-1	-4	5	0	2	0.6	6	i	-1.5
12	COc1ccc(OCC(=O)O/N=C(\N)c2ccc(OC)c(OC)c2)cc1
  -4	-10	-6	-5	0	-8	0.4	0	i	1.2
13	C=CCn1c(C)c(C(C)=O)c(SC)nc1=S
  1	-7	-3	16	0	-1	-0.3	-1	i	0.5
14	COC(=O)c1cccc(-c2ccc(/C=N/N3C(=O)C4C5C=CC(C6CC56)C4C3=O)o2)c1 (centres undefined)
  0	-1	-8	7	15	-1	-2.1	-16	i	-0.1
15	CN(C)C(CNC(=O)c1ccc(S(=O)(=O)Nc2ccccc2F)cc1)c1ccccc1 (centres undefined)
  0	-1	-8	2	5	2	-0.6	-1	i	-0.2

Next section; it opens with the three that closed the last part.
Values run as follows: STEP block	Scp-1 inhibitor	NadD block	MLLE-PAM2 inh	DNMT1 inh	CSN inh	TbMetRS inhib	SUMO1 PPI mod	Rpn11 inh	LMPTP inh
13	C=CCn1c(C)c(C(C)=O)c(SC)nc1=S
  1	-7	-3	16	0	-1	-0.3	-1	i	0.5
14	COC(=O)c1cccc(-c2ccc(/C=N/N3C(=O)C4C5C=CC(C6CC56)C4C3=O)o2)c1 (centres undefined)
  0	-1	-8	7	15	-1	-2.1	-16	i	-0.1
15	CN(C)C(CNC(=O)c1ccc(S(=O)(=O)Nc2ccccc2F)cc1)c1ccccc1 (centres undefined)
  0	-1	-8	2	5	2	-0.6	-1	i	-0.2
16	CN(C)c1cccc(C(=O)NC2CCCCCC2)c1
  0	-6	-1	8	-2	3	1.1	1	i	0.4
17	CC1(C)CC(=O)C(C2=NC(C)(C)Cc3ccccc32)=C(O)C1
  1	-1	-1	1	-1	1	-0.4	0	i	1.4
18	COc1cc2nc(COc3ccc(C#N)cc3)n(CC#N)c(=O)c2cc1OC
  2	-15	3	1	0	5	0.3	3	i	-1.8
19	CCCn1c(SCC(=O)Nc2cccc(Cl)c2Cl)n[nH]c1=O
  -1	-3	-5	-2	0	-5	0.6	-2	i	-0.6
20	Cc1cccc(C(=O)NNC(=O)c2c(O)c3ccccc3n(C)c2=O)c1
  4	-14	4	5	-1	0	-0.2	5	i	0.2
21	O=C(CSc1n[nH]c(=O)n1C1CC1)c1ccc2c(c1)OCCO2
  2	-11	-6	5	1	-1	-0.3	1	i	-0.2
22	COc1ccc(NS(=O)(=O)c2cccc(C(=O)NNC(=O)CNC(=O)c3ccccc3Cl)c2)cc1
  1	-2	1	4	-4	-6	-0.3	2	i	0.1
23	N[C@@H](Cc1ccc(F)cc1)C(=O)O
  -3	-6	0	-6	0	-4	-0.7	3	i	-2.2
24	CCOC(=O)c1cc(-c2ccc(F)cc2)n(CC(=O)NCc2ccccn2)c1C
  0	-4	-7	3	0	2	-1.1	1	i	-1.0
25	Cc1cccc(C)c1NC(=O)CSc1nnc(C2CCCCC2)o1
  2	-10	4	-5	0	-3	-0.4	1	i	-0.4
26	COc1ccc(Cl)cc1NC(=O)CN(C)CC(=O)Nc1ccc2c(c1)OCO2
  -2	-8	-2	12	-2	0	-0.2	5	i	0.1
27	O=c1[nH]c2ccccc2c2cn(-c3ccccc3)nc12
  -6	-5	1	9	-4	-4	-0.1	8	i	0.5
28	O=C(NC(Cc1c[nH]c2ccccc12)C(=O)O)c1ccco1 (centres undefined)
  -2	3	-3	7	5	-2	-0.7	2	i	-0.6
29	COC(=O)c1ccc(NC(=O)NC2CCCCC2)cc1
  -4	-6	-7	32	4	-9	-0.6	0	i	-1.8
30	O=c1cc(CSc2nnc(-c3ccco3)o2)c2ccccc2[nH]1
  -4	-5	0	0	2	-1	0.5	1	i	4.8

Additional compounds follow:
Values run as follows: STEP block	Scp-1 inhibitor	NadD block	MLLE-PAM2 inh	DNMT1 inh	CSN inh	TbMetRS inhib	SUMO1 PPI mod	Rpn11 inh	LMPTP inh
31	COc1ccc(S(=O)(=O)N(C)c2ccc(C(=O)NCCC(C)C)cc2)cc1
  16	-4	-8	-3	0	1	-0.5	-1	i	1.3
32	Cc1cc(=O)n2[nH]c(-c3cccc(Cl)c3)cc2n1
  -6	-10	-3	-2	-5	-2	-1.7	4	i	0.4
33	O=C(Cn1cc[n+](CC(=O)c2ccccc2)c1)c1ccccc1
  2	0	2	7	1	2	-0.1	3	i	-0.5
34	Cc1cc(NC(=O)C(C)C)ncc1NC(=O)CCc1ccccc1
  -1	3	3	-1	2	4	0.2	2	i	-0.2
35	CC(C)CN(C(=O)COC(=O)CSc1ccc(Br)cc1)C1CCS(=O)(=O)C1 (centres undefined)
  0	-2	3	-1	2	1	-0.7	6	i	-0.1
36	O=C(NCC(c1ccco1)N1CCc2ccccc21)C(=O)Nc1ccccc1 (centres undefined)
  1	-7	0	-8	-1	-3	-0.3	6	i	2.6
37	CCCCOC(=O)n1c(=S)oc2cc(Cl)ccc21
  0	-3	2	-109	28	0	0.1	-2	i	0.5
38	O=C(NCC1CCCO1)C(=O)N/N=C\c1ccc2c(c1)OCO2 (centres undefined)
  -1	-8	-2	-10	0	0	-0.5	-13	i	0.3
39	CSc1ccc(/C=C2/C(=N)N3N=C(CC(=O)N4CCCC4)SC3=NC2=O)cc1
  2	-2	7	8	2	2	0.2	-15	i	-0.7
40	CCCN1CCC(=O)N([C@H](CSc2ccc(C)cc2)CC(C)C)CC1
  1	-4	-11	2	0	0	-0.1	3	i	-0.5
41	CC(=O)N1CCc2ccc([N+](=O)[O-])cc21
  -2	-8	-1	22	1	5	0.1	-35	i	-3.4
42	CCOC(=O)c1sc(NC(=O)CCN2C(=O)c3ccccc3C2=O)c(C(=O)OCC)c1C
  0	-10	-2	12	10	-8	0.2	-3	i	2.7
43	COc1cccc(-n2ccnc2SCC(=O)Nc2nccs2)c1
  1	2	4	-3	0	4	-1.4	-3	i	-1.5
44	COc1ccccc1N(CC(O)Cn1c(C)nc2ccccc21)S(=O)(=O)c1ccccc1 (centres undefined)
  0	0	3	5	-4	-11	-0.3	1	i	0.3
45	O=[N+]([O-])c1cccc(COc2cccc(CO)c2)c1
  1	-8	-4	0	3	1	-0.3	-25	i	-1.7

Later entries:
Values run as follows: STEP block	Scp-1 inhibitor	NadD block	MLLE-PAM2 inh	DNMT1 inh	CSN inh	TbMetRS inhib	SUMO1 PPI mod	Rpn11 inh	LMPTP inh
46	CN1CCN(C(=S)Nc2ccc([N+](=O)[O-])cc2)CC1
  3	-5	-2	-16	1	-1	-0.5	-15	i	-5.1
47	O=S(=O)(NCCC1=CCCCC1)c1ccccc1Cl
  0	-10	-7	4	4	-4	-0.5	2	i	-1.1
48	CCOc1cc(S(=O)(=O)N2CCCCC2)ccc1F
  0	-6	-2	-6	-2	2	-0.6	0	i	-1.2
49	COc1ccc(Cn2nc(C(=O)O)c3ccccc3c2=O)cc1F
  -1	-1	-10	5	-3	0	-1.0	-6	i	0.4
50	O=C(CN1C(=O)NC(c2ccccc2)(c2ccccc2)C1=O)Nc1ccc2[nH]c(=O)[nH]c2c1
  -1	-9	3	0	-4	2	-1.2	18	i	1.2
51	CCCNC(=O)C1(C)CCCN(C(=O)c2c(C)noc2C)C1 (centres undefined)
  -1	·	0	-6	-5	4	-0.3	0	i	-1.0

From PubChem

Hits appear at their usual frequency, and some 3.6% of all compounds hit somewhere here.
